High-throughput results (PubChem BioAssay)
KinaseGlo FLuc: Counterscreen for Luciferase (Kinase-Glo TM) Inhibition. Luciferin 4-monooxygenase (Photuris pensylvanica), Q27757. Kinase-Glo luciferase, ATP luminescence, 8 min. Potency, µM (doses to about 38.3 µM), for the others: at the highest dose activity change, negative = inhibition, usual class: inhibitors. actives 0.28% (n = 200,000); also: % is scaled to controls: 0 for no effect and ±100 for the full control effect; nearly all actives have a fitted effect of over 60% in size
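Inhibition of Kinase-Glo luciferase light generation was assessed at 10 uM ATP in pH 7.2 imidazole buffer, with luminescence measured after eight minutes at ambient temperature.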
ALDH1A1 inh: qHTS Assay for Inhibitors of Aldehyde Dehydrogenase 1 (ALDH1A1). Purified ALDH1A1, NADH fluorescence, propionaldehyde substrate. Potency, µM (series often up to 75.3 µM), for inactives: at the highest dose activity, negative = inhibition, usual class: inhibitors. actives 7.3% (n = 220,000); active = well fitted inhibition curve with a large enough effect, not every such curve was filed as active; inconclusive = small, poorly fitted or top-dose-only effect, or another doubt; inactive = no such curve, though single readings can be large or run the other way;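 also: plate controls were no enzyme wells and a reference inhibitor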
Target sequence (P00352 whole entry, looked up): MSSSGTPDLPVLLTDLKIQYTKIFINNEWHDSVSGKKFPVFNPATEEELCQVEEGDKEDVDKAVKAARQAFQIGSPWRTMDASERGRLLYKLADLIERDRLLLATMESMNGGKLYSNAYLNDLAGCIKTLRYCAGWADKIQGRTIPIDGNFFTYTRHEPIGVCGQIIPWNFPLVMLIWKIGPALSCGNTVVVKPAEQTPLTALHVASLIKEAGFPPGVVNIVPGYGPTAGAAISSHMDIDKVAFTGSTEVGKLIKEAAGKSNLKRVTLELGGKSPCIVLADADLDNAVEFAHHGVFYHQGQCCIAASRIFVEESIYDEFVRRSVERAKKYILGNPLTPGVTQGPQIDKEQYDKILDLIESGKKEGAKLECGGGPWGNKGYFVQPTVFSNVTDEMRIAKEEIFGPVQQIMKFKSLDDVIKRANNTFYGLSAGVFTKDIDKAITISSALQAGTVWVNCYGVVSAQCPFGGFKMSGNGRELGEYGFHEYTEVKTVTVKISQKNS
KDM4E inh: qHTS Assay for Inhibitors of Human Jumonji Domain Containing 2E (JMJD2E); JMJD2E catalytic domain, FDH-coupled NADH fluorescence (FDH is formaldehyde dehydrogenase); AID 2147, 2009; Potency, µM (doses to about 57.1 µM), for the others: top-dose activity change, negative = inhibition, most hits filed as inhibitors; actives 1.6% (n = 230,000); active = well fitted inhibition curve with a large enough effect, not every such curve was filed as active; inconclusive = small, poorly fitted or top-dose-only effect, or another doubt; inactive = no such curve, though single readings can be large or run the other way;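 also: 0% = wells with enzyme and -100% = buffer wells without enzyme; nearly all actives have a fitted effect of over 50% in size; many of its hits are not listed in these tables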
Target sequence (B2RXH2 1-337 limits assumed): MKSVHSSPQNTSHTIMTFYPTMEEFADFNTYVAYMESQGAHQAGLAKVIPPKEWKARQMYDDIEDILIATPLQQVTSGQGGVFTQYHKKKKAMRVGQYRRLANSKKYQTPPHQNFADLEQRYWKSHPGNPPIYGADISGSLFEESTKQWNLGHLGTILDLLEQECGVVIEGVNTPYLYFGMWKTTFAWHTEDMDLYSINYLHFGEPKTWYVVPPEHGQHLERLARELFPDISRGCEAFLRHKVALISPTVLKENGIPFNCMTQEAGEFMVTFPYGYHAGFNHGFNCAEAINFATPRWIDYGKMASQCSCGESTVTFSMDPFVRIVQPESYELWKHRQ
SMN2 splice up: qHTS Assay for Enhancers of SMN2 Splice Variant Expression. HEK293 SMN2-luciferase splicing reporter, luminescence, 30-36 h. Potency, µM (titrated, usually from 46.1 µM), inactives show at the top dose activity change, positive = activation, usual class: activators. actives 2.8% (n = 210,000); also: % of control where 0% means no effect; nearly all actives have a fitted effect of over 55% in size
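HEK293 cells carry an SMN2 […]–luciferase reporter in which exon 7 inclusion puts luciferase in frame. Cells were plated 10-12 h before compound addition, then incubated 30-36 h at 37C. ONE-Glo luminescence was read; sodium butyrate at 4.5 mM final served as control.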
Lamin A splicing: qHTS Assay for Modulators of Lamin A Splicing | HeLa LMNA splicing GFP/RFP minigene ratio, 48 h | Potency, µM (highest dose often 46.1 µM), without a hit: top-dose ratio change, negative = inhibition, usual class: inhibitors | actives 0.01% (n = 200,000); active = well fitted inhibition curve with a large enough effect in the signal ratio, with a control signal flat, not every such curve was filed as active; inconclusive = small, poorly fitted or top-dose-only effect, or effect the other way, or a change in a side signal; the % refers to the signal ratio; also: % is scaled to controls: 0 for no effect and ±100 for the full control effect
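Read-out is the ratio of GFP to DsRed2 object intensity, acquired by 488 nm laser-scanning cytometry on HeLa lamin A-EGFP minigene reporter cells. Compound incubation 48 hrs at 37 °C in Opti-MEM with 2% FBS; DMSO 0.5% final.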
L3MBTL1 block: qHTS Assay for the Inhibitors of L3MBTL1; AlphaScreen L3MBTL1–H3K9me1 peptide binding; AID 485360, 2010; actives 0.66% (n = 230,000); Potency, µM (titrated, usually from 57.1 µM), inactives show at the top dose activity, negative = inhibition, most hits filed as inhibitors; also: % is scaled to controls: 0 for no effect and ±100 for the full control effect; nearly all actives have a fitted effect of over 60% in size
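First, the protein-peptide complex forms for 30 min at room temperature (L3MBTL1 50 nM, biotinylated H3K9me1 peptide 75 nM). Next, compounds are pin-transferred and incubated 30 min. Finally, AlphaScreen beads are added and read after 30 min.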
RECQ1 inh: qHTS Assay for Inhibitors of RecQ-Like Dna Helicase 1 (RECQ1); RECQ1 DNA unwinding, red fluorescence kinetic read; Potency, µM (titrated, usually from 57.3 µM), inactives show at the top dose activity, negative = inhibition, usual class: inhibitors; actives 0.54% (n = 240,000); AID 2549, 2010;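 also: plate controls were vehicle for no effect and no enzyme for full effect; nearly all actives have a fitted effect of over 30% in size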
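RECQ1T1 50 nM; forked duplex (20 bp + 30-nt ss tails) 200 nM, ATP 2 mM final; pH 8.0, 2 mM MgCl2, 2.5 ug/ml poly(dI-dC); 15 min compound preincubation; discontinuous kinetic read over 2 h at RT.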
Tau ThT inhib: qHTS for Inhibitors of Tau Fibril Formation, Thioflavin T Binding. Microtubule-associated protein tau (Homo sapiens), P10636. recombinant tau K18 P301L (four-repeat tau fragment), heparin-induced fibrillization, ThT fluorescence. Potency, µM (top dose mostly 57.4 µM), inactives show at the highest dose activity, negative = inhibition, hits mostly inhibitors. actives 2.1% (n = 270,000); also: % is scaled to controls: 0 for no effect and ±100 for the full control effect; nearly all actives have a fitted effect of over 55% in size
Target sequence (P10636 561-689 P618L limits assumed): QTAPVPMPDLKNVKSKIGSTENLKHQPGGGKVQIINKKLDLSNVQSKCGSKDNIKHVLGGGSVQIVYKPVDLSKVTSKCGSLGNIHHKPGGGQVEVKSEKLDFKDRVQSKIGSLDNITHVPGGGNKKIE
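Tau K18 P301L fragment (15 uM unlabeled plus 0.24 uM Alexa 594-labeled) in 100 mM sodium acetate pH 7 with compound, fibrillization induced by 20 uM heparin for 6 hr at 37 C. Thioflavin T (30 uM) added, fluorescence read after 1 hr (ex 450, em 510 nm).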
Active calls of the source: *; i = inactive; ? = inconclusive; · = not tested or not shown; & = joins results of further samples; [ ] = remark or other dose. Unless noted, calls follow the shape of the dose curve; as a rule, active = well fitted curve in the direction sought with a large enough effect; inconclusive = small, poorly fitted or top-dose-only effect, or another doubt; inactive = no such curve, though single readings can be large; an effect the other way counts as inactive or inconclusive. Potency is read from the fitted curve at half-maximal effect. These rows are one share of the data (hit frequency here may not be typical).

Below each SMILES: KinaseGlo FLuc	ALDH1A1 inh	KDM4E inh	SMN2 splice up	Lamin A splicing	L3MBTL1 block	RECQ1 inh	Tau ThT inhib
> CCN(Cc1ccccc1)C(c1ccncc1)c1nnnn1C(C)(C)C (stereo unspecified)
  -2.5%	4.8%	-0.4%	-2.0%	-1.7%	0.5%	-3.3%	-0.9%
> CCOC(=O)N1CCC(NC(=O)c2cn(-c3ccc(OC)cc3)c(=O)c3ccccc23)CC1
  -0.1%	5.8%	-12.7%	1.3%	-15.7%	0.3%	0.5%	-4.4%
> CCN(CC)CCNC(=O)c1ccc(NC(=O)Cc2ccccc2F)cc1
  0.5%	4.0%	5.2%	-2.0%	·	·	-1.5%	3.3%
> COc1ccccc1C1CC(c2cccs2)=Nc2ccccc2S1 (stereo unspecified)
  16.5%	-3.4%	-1.9%	-7.0%	-15.4%	·	-18.8%	?
> CCOC(=O)C1(C)/C(=N/Nc2ccc(Cl)cc2)C(=O)C(=O)N1c1ccccc1 (stereo unspecified)
  -4.6%	?	-8.5%	?	14.6%	·	13.7%	14.1µM*
> c1ccc2nc3ccccc3nc2c1
  -2.7%	-2.5%	-8.4%	-7.0%	-1.1%	-3.1%	-5.5%	-10.9%
> O=C(CCCOc1ccc(Cl)cc1Cl)N/N=C/c1ccco1
  4.6%	0.6%	-6.1%	-14.8%	·	·	-19.6%	?
> Cc1ccc(O)c(C(CC(=O)NCc2ccco2)c2ccccc2)c1 (stereo unspecified)
  1.5%	2.3%	6.1%	·	-0.7%[46 µM]	-10.8%	-6.1%	-1.0%
> CCOC(=O)c1[nH]c(C)c(C(=O)Nc2ccc(Cl)cc2)c1C
  -0.3%	-0.1%	6.6%	9.7%	-6.7%	7.0%	1.9%	-1.3%
> COc1ccc(CCNC(=O)CSc2nnnn2-c2ccccc2)cc1
  -1.1%	1.58µM*	-1.6%	1.2%	-4.9%	0.3%	i	-1.3%
> Cc1ccc(Cn2nnnc2CN2CCC(O)(c3cccnc3)CC2)cc1
  4.8%	?	0.1%	7.1%	·	12.3%	i	-7.3%
> O=C(N/N=C/c1cccc(Br)c1)c1ccc(Br)cc1
  0.5%	-2.4%	5.6%	9.8%	·	2.3%	-9.0%	-3.5%
> Nc1cc(=O)nc(SCc2ccccc2)n1Cc1ccco1
  4.1%	12.6%	0.0%	·	-8.5%	·	-17.0%	3.7%
> COc1nc(NCCO)nc(Nc2ccc([N+](=O)[O-])cc2)n1
  7.1%	?	-0.1%	13.7%	-11.5%	-12.5%	-3.6%	-2.6%
> COc1cccc(Cn2c(NCc3ccco3)nc3c2c(=O)n(C)c(=O)n3C)c1
  -4.6%	-2.2%	-1.1%	-51.3%[inhibitor]	?	-13.1%	-12.7%	-4.4%
> O=C(/C=C/c1ccccc1)NC(=S)Nc1ccc(N2CCOCC2)c(Cl)c1
  ·	1.1%	-0.1%	·	5.7%	3.7%	i	-9.0%
> Cc1cccc(C)c1NS(=O)(=O)c1ccc(F)cc1
  6.0%	-8.4%	1.7%	-5.3%	?	3.4%	-7.0%	-6.1%
> CC(C)c1ccc(NCCC(=O)c2ccc(Br)cc2)cc1
  0.9%	3.98µM*	2.9%	-5.5%	-10.2%	4.5%	-10.0%	-8.3%
> COC(=O)[C@@]1(Cc2ccc(F)cc2)[C@H]2c3cc(C(=O)N(C)C)n(Cc4ccccn4)c3C[C@H]2CN1C(=O)c1ccccc1
  -0.4%&-0.8%	-3.9%	3.1%&-7.4%	-9.2%&-19.0%	-6.8%	-14.3%	-11.3%	?
> Cc1ccc(C(=O)N2CCN(S(=O)(=O)c3ccccc3[N+](=O)[O-])C2)cc1
  2.9%	?	1.9%	24.7%	·	·	-0.7%	-4.6%
> COc1cccc(-c2nc(CC(=O)O)cs2)c1OC
  -0.1%	?	?	11.7%	-0.1%	·	-0.4%	-7.0%
> CCC[C@@H]1C[C@@H](C(=O)NC(C(C)Cl)[C@H]2O[C@H](SC)[C@H](O)[C@@H](O)[C@H]2O)N(C)C1 (stereo partly specified)
  1.5%[39.9 µM]	-0.9%	·	·	·	·	4.9%	-6.1%
> CCCNC(=O)c1ccccc1NC(=O)CN(c1ccccc1OCC)S(C)(=O)=O
  3.8%	?	-8.4%	14.8%	3.1%	·	-17.9%	-2.5%
> CCSc1ccc(-c2ccc(C)cc2)nn1
  -16.9%	1.0%	3.3%	10µM*	?	18.0%	i	-16.2%
> CCOc1ccc(NC(=O)CNC(=O)c2ccc(OC)c(OC)c2)cc1
  -4.2%	8.8%	-3.4%	-12.8%	?	·	-1.5%	1.7%
> S=c1[nH]ccn1-c1cccc(Cl)c1
  -3.5%	-9.1%	-4.0%	-4.4%	-9.1%	6.8%	-7.4%	1.2%
> O=C(CSc1nnnn1C1CCCCC1)NCCc1ccccc1
  -0.4%	10µM*	-4.8%	?	?	0.8%	-10.5%	-9.3%
> O=S(=O)(N/N=C/c1ccc(F)cc1)c1ccccc1
  2.2%	5.3%	1.4%	·	·	2.4%	-0.3%	-3.0%
> Cn1c2c(c(=O)[nH]c1=O)C(NC(=O)c1ccco1)(C(F)(F)F)C(=O)N2 (stereo unspecified)
  -0.9%	6.1%	-4.3%	?	7.2%	10.1%	-3.3%	2.6%
> CCO/C=C1\C(=O)N(CC)c2ccccc21
  -1.1%	?	-0.5%	-5.9%	13.5%	-6.0%	i	-7.7%
> CCOC(=O)CSc1nnc(C)c(=O)[nH]1
  3.7%	6.6%	4.9%	?	-1.3%	7.9%	-0.5%	2.1%
> CCN(CC)S(=O)(=O)c1cccc(-c2nnc(SCC(=O)NCCC3=CCCCC3)n2N)c1
  -1.9%	?	-0.5%	-32.4%[inhibitor]	?	-2.0%	i	-12.6%
> CC(=O)n1nc(-c2ccco2)nc1SCc1ccccc1
  0.2%	-14.8%	0.3%	28.0%	-4.0%	-6.3%	3.3%	?
> O=C(CN1C(=O)COc2ccccc21)Nc1ccc(F)cc1
  -2.1%	22.4µM*	?	6.4%	-15.0%	7.0%	-4.3%	?
> OC1CCCC1
  ·	8.2%	·	0.1%	·	0.4%	-13.4%	·
> O=C(COC(=O)CNC(=O)c1cccc([N+](=O)[O-])c1)Nc1cccc(S(=O)(=O)N2CCCC2)c1
  1.3%	?	7.6%	-2.8%	-1.7%	-3.1%	-14.1%	-3.7%
> C=CCC(C)(NCc1ccccc1)C(=O)OCC (stereo unspecified)
  -6.6%	-8.0%	1.9%	-0.6%	·	·	-5.1%	-7.8%
> CC1CCCC(C)N1C(=O)CSc1nc2ccccc2c(=O)[nH]1 (stereo unspecified)
  5.3%	?	-11.7%	-2.2%	?	?	-4.7%	-0.2%
> COC(=O)c1cccc(NC(=O)/C=C/c2cccc([N+](=O)[O-])c2)c1
  -7.2%	2.1%	-4.0%	-20.1%	6.4%[0.0737 µM]	-4.1%	-0.6%	?
> Cc1cc(NC(=O)c2ccc(Cl)cc2)n(CCOC(=O)c2ccc(Cl)cc2)n1
  3.4%	5.9%	-1.0%	-8.8%	-20.7%	10.6%	-8.9%	-14.4%
> COc1ccc(CCNc2nc(-c3sc(C)nc3C)cs2)cc1OC
  -0.4%	?	?	-47.9%[inhibitor]	-11.5%	·	i	?
> Cc1ccc(C(=O)OCC(=O)N2CCC(Cc3ccccc3)CC2)cc1N
  0.6%	4.7%	?	-3.9%	-22.7%[46 µM]	2.2%	8.5%	-14.8%
> Cc1ccc(NC(=O)c2ccc(S(=O)(=O)N3CCCCC3)cc2)cc1
  -4.6%	-8.3%	-2.1%	-14.1%	16.1%	6.6%	i	-6.1%
> CCOC(=O)c1cc(-c2ccc(OC)cc2)nc2c1c(C)nn2CCC(N)=S
  0.7%	?	?	-20.6%	?	10.6%	-6.8%	-10.8%
> Cc1ccccc1OCC(=O)N/N=C/c1cn(Cc2ccccc2)c2ccccc12
  -0.6%	?	20.1%	-16.9%	-6.3%	-0.6%	-14.5%	-4.8%
> CCC(Oc1ccccc1)C(=O)Nc1cc(C)on1 (stereo unspecified)
  3.0%	2.9%	3.2%	0.5%	-15.1%	0.0%	-3.8%	-15.2%
> COc1ccc(S(=O)(=O)N(C)c2ccc(C(=O)N3CCCC3)cc2)cc1
  0.1%	-13.7%	-26.1%	·	?	-5.0%	-10.0%	-2.1%
> O=C(O)c1ccccc1C(=O)NNc1cccc(Cl)n1
  4.2%	-13.6%	-9.0%	8.9%	?	-0.9%	i	-14.3%
> Cc1cccc(C(=O)N2CCCCCC2)c1[N+](=O)[O-]
  -1.5%	-1.2%	7.4%	-21.0%	·	-0.2%	i	-0.8%
> CCOC(=O)C1CCN(C(=O)CSc2c3c(nc4ccccc24)CCC3)CC1
  1.2%	0.0%	-5.9%	-56.7%[inhibitor]	·	·	0.5%	?
> N#Cc1c(N2C(=O)Nc3ccccc3N2O)sc2c1CCCCCC2
  0.5%	?	-4.7%	18.5%	-7.8%	-2.1%	?	-4.7%
> CCN1/C(=C/c2ccc3cc(C)ccc3[n+]2CC)Sc2cc(C)c(C)cc21
  -7.5%	-6.1%	?	·	?	?	4.8%	7.08µM*
> Cc1cccn2c(CN[C@@H]3CCCC[C@H]3c3ccccc3)c(C(=O)N3CCOCC3)nc12
  -1.8%	-1.7%	-7.7%	-13.8%	·	-7.0%	i	-4.7%
